L3MBTL1 block: inhibitors of human L3MBTL1. AlphaScreen L3MBTL1–H3K9me1 peptide binding. 230,000 compounds, 0.66% hits. Potency, µM (highest dose often 57.1 µM), inactives show at the top dose activity, negative = inhibition, usual class: inhibitors. Q9Y468. AID 485360; note: potency is the fitted concentration of half-maximal effect; % is set by controls: 0 for no effect and ±100 for the full control effect; nearly all actives have a fitted effect of over 60% in size
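Displacement of a biotinylated histone H3(1-15) peptide monomethylated at Lys9 (75 nM) from L3MBTL1 (50 nM) was measured by AlphaScreen after a 30 min room-temperature compound incubation; cefsulodin titration served as intraplate control.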
CBFb-RUNX1 inh: inhibitors of human CBF-beta and RUNX1 interaction. Q01196+Q13951. AlphaScreen CBFb-His/RUNX1-biotin binding, biochemical. Potency, µM (highest dose often 59.8 µM), inactives show at the top dose activity, negative = inhibition, actives largely listed as inhibitors. 230,000 tested, under 10 active. AID 1477; note: % of control where 0% means no effect
Target sequence (Q01196 whole entry, looked up): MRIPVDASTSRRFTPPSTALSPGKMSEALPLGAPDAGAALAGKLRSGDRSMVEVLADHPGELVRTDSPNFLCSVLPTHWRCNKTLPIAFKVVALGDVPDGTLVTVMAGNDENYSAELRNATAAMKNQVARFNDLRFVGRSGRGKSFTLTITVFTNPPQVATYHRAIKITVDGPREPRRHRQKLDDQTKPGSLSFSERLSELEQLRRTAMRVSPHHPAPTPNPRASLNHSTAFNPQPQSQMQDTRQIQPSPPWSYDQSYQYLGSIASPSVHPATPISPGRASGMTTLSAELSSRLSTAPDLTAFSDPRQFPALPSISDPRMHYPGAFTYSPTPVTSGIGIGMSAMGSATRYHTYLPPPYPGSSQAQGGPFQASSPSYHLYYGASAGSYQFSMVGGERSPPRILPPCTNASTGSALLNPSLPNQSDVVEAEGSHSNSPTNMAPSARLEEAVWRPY
Target sequence (Q13951 whole entry, looked up): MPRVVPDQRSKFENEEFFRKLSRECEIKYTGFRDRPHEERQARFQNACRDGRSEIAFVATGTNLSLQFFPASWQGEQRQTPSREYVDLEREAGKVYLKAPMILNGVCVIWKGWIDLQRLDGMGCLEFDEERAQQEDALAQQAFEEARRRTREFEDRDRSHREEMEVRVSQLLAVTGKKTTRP
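Room-temperature protein-protein interaction test with 30 nM each of His-tagged CBF-beta and biotinylated RUNX1, 15 min with compound, then 90 min with nickel plus streptavidin beads. Signal read in AlphaScreen mode.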
HttQ103 aggreg: inhibitors of mutant huntingtin aggregate formation in PC12 cells. Potency, µM (series often up to 46.1 µM), without a hit: at the top dose activity change, negative = inhibition, actives largely listed as inhibitors. 220,000 compounds, 1.1% hits. PC12 HttQ103-GFP aggregates, Acumen cytometry, 40 h; note: potency is the fitted concentration of half-maximal effect; % is set by controls: 0 for no effect and ±100 for the full control effect; nearly all actives have a fitted effect of over 60% in size
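PC12 cells with ecdysone-inducible HTT exon1 Q103-GFP, induced by 100 nM tebufenozide, given compounds in a concentration series. GFP aggregates (1–25 um, 6 SD above background) counted in lysates by laser-scanning cytometry, 488 nm excitation.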
IMPase Li inh: IMPase inhibition in cells with lithium potentiation. CHO-M1 cells, IP1 TR-FRET (IP-One), carbachol + lithium. Potency, µM (highest dose often 59.4 µM), for the others: at the top dose activity, negative = IMPase inhibition, most hits filed as inhibitors. 210,000 compounds, 0.35% hits;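 note: IP1 builds up when IMPase is blocked and the TR-FRET signal falls; potency is the fitted concentration of half-maximal effect; plate controls were basal vehicle for no effect and high inhibitor control for full effect; nearly all actives have a fitted effect of over 50% in size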
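CHO cells stably expressing M1 receptor (2000/well, cultured 16–30 h) treated 30 min at 37C with compound plus low lithium. Cytosolic IP1 by TR-FRET (665/620 ratio and 620 channel) after 10 min lysis; AC50 by Hill fit.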
Epigenetic derep: epigenetic control regulation, reporter derepression | murine LDR cells, GFP reporter derepression, 30 h | Potency, µM (doses to about 53.9 µM), for inactives: at the highest dose GFP activation, most hits filed as activators | 280,000 compounds, 0.2% hits | AID 1865; note: potency is the fitted concentration of half-maximal effect; % of control where 0% means no effect; nearly all actives have a fitted effect of over 60% in size
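Reporter derepression read as number of fluorescent GFP-positive objects, 20-120 um in size, counted by laser-scanning cytometer. Mouse LDR line with an epigenetically silenced CMV-GFP locus; compound incubation 30 h, 37 C.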
Luc counter: Kinase-Glo luciferase inhibition (counter-screen) | Kinase-Glo luciferase, ATP luminescence, 8 min | Potency, µM (titrated, usually from 38.3 µM), for the others: at the top dose activity change, negative = inhibition, most hits filed as inhibitors | 200,000 compounds, 0.28% hits | AID 1379; note: potency is the fitted concentration of half-maximal effect; % is set by controls: 0 for no effect and ±100 for the full control effect; nearly all actives have a fitted effect of over 60% in size
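Compounds were added to a substrate mix at pH 7.2 (50 mM imidazole, 10 uM ATP, within the enzyme's linear range), followed by Kinase-Glo detection reagent; luminescence was measured after 8 minutes at ambient temperature.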
NPSR antag: neuropeptide S receptor (human) antagonism, cAMP. CHO-NPSR cells, cAMP TR-FRET, antagonist mode. Potency, µM (doses to about 38.3 µM), without a hit: top-dose activity change, negative = inhibition, most hits filed as inhibitors. 220,000 compounds, 1% hits; note: potency is the fitted concentration of half-maximal effect; % is set by controls: 0 for no effect and ±100 for the full control effect; nearly all actives have a fitted effect of over 50% in size; many of its hits are not listed in these tables
Target sequence (Q6W5P4 whole entry, looked up): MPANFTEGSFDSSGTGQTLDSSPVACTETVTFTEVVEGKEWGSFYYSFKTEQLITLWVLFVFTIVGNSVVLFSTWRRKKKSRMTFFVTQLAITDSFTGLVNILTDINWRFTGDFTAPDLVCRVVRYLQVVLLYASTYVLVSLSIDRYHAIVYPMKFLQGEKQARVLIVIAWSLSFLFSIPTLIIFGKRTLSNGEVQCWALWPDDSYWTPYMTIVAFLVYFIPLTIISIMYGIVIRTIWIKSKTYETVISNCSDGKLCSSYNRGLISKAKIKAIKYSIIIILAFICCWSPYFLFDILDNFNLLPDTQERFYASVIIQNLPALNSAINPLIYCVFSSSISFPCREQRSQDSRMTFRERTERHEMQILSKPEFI
Active calls of the source: *; ? = inconclusive; nt = not tested or not shown; & = joins results of further samples; [ ] = remark or other dose. Calls come from the whole dose curve; as a rule, active = well fitted curve in the direction sought with a large enough effect; inconclusive = small, poorly fitted or top-dose-only effect, or another doubt; inactive = no such curve, though single readings can be large; an effect the other way counts as inactive or inconclusive. The list is partial. The share of hits here may be higher or lower than overall.

SMILES	L3MBTL1 block	CBFb-RUNX1 inh	HttQ103 aggreg	IMPase Li inh	Epigenetic derep	Luc counter	NPSR antag
CC(C)(C)CC(=O)Nc1ccc(S(=O)(=O)N2CCCC2)cc1	-13%	2%	-6%[9.22 µM]	17%	1.9%	4%	17%
CCOC(=O)c1sc2nc(C)nc(SCC(=O)NC(C)CCc3ccccc3)c2c1C (configuration not stated)	5%	8%	11%	10µM*	0.0%	7%	-51%
Cn1cc(C(=O)N/N=C/c2cc(Br)cs2)c2ccccc21	nt	14%	-19%[9.22 µM]	nt	12%	nt	-12%
COc1ccccc1N1CCN(CCc2n[nH]c(=S)n2-c2ccccc2)CC1	nt	1%	21%	18%[38.3 µM]	-2.0%	0%	-9%[46.1 µM]
N#Cc1nc(COc2ccccc2Cl)oc1NCc1cccnc1	-1%	1%	18%	25%[38.3 µM]	-1.2%	-1%	?
O=C(CSc1nnc(Cc2cc(=O)[nH]c(=O)[nH]2)n1-c1ccc(F)cc1)N1CCCCC1	7%	3%	-1%	-5%[38.3 µM]	-0.5%	2%	0%[46.1 µM]
COc1ccc(CCNc2cc(C)nc3c(-c4ccc(Cl)cc4)c(C)nn23)cc1OC	2%	11%	-13%	6%	2.3%	1%	?
N#CC1=C(N)N2C(=C(C#N)C13CCCCC3)SC1CCCCC12O (configuration not stated)	-16%	2%	-30%	10%	-1.1%	1%	-5%[46.1 µM]
COC(=O)c1ccccc1NC(=O)COC(=O)c1ccc(C)c(NC(=O)c2ccco2)c1	-1%	-2%	-9%	17%[38.3 µM]	0.0%	-3%	?
Fc1ccc(Oc2nccc(-c3ccc(Cl)cc3)n2)cc1	35%[activator]	10%	6%	32%[activator][38.3 µM]	1.5%	3%	-12%[46.1 µM]
COc1ccc(NS(=O)(=O)c2ccc(Oc3ncccn3)cc2)cc1	3%	6%	11µM*	9%[38.3 µM]	-0.2%	10%	-7%[46.1 µM]
CCOC(=O)c1sc2nc(C)nc(Nc3ccccc3)c2c1C	nt	2%	2%	-26%	1.4%	2%	-18%
CCCN(C#N)c1nc(NCC)nc(NC(C)C)n1	3%	0%	-6%	-7%[38.3 µM]	-2.0%	4%	-10%[46.1 µM]
CCOC(=O)C1=C(C)NC(=O)NC1c1ccc(NC(C)=O)cc1 (configuration not stated)	9%	4%	7%	3%[38.3 µM]	-1.4%	-1%	1%[46.1 µM]
CC(=O)Nc1ccc(S(=O)(=O)NC(C(=O)O)C(C)O)cc1 (configuration not stated)	nt	25%	-13%[9.22 µM]	nt	0.0%	nt	14%
CCOC(=O)C1=C(C)NC(=O)NC1c1ccc(Br)o1 (configuration not stated)	0%	10%	-3%	4%	0.9%	1%	26%
CCOC(=O)c1nnn2c1nc(N1CCOCC1)c1ccccc12	0%	1%	20%[9.22 µM]	nt	-1.0%	nt	-4%
CC(C)=CCOc1cc2oc(=O)ccc2cc1O	nt	9%	nt	4%	6.7%	-6%	nt
C=CCOc1ccc(/C=C2\N=C(C)OC2=O)cc1OC	nt	20%	-2%[9.22 µM]	nt	-1.5%	nt	0%
CC(C)c1cccc(C(C)C)c1NC(=O)COC(=O)C1=COCCO1	nt	22%	7%	3%	-4.4%	0%	-2%
COc1cc(NC(=O)c2ccccn2)cc(OC)c1OC	nt	-4%	1%	-5%	-4.8%	0%	11%
C#CCNc1nc(C(C)C)nc2c1nnn2Cc1ccccc1F	nt	2%	-5%	23%[38.3 µM]	2.0%	5%	-13%[46.1 µM]
CCc1nc(SCC(=O)NCc2ccccc2)c2c(=O)n(C)c(=O)n(C)c2n1	8%	29%	-28%	27%[38.3 µM]	-0.8%	1%	-3%[46.1 µM]
COC(=O)CN1C(=O)C2(OCCCO2)c2cc(Br)ccc21	8%	2%	23%	7%[38.3 µM]	-2.5%	-1%	-18%[7.67 µM]
CCCCn1nc2cc(C(=O)NC[C@@H]3CCCO3)ccc2c1OCC	0%	0%	2%	-11%[38.3 µM]	-1.1%	-5%	-7%[46.1 µM]
COc1ccccc1NC(=O)CSc1nc(O)cc(=O)n1-c1ccccc1OC	18%	-1%	?	-11%[38.3 µM]	5.1%	-2%	-15%[46.1 µM]
Cc1cc2cc(CCNC(=O)c3ccc(S(=O)(=O)N4CCOCC4)cc3)c(=O)[nH]c2cc1C	5%	-5%	15%	16%[38.3 µM]	-1.4%	-7%	-10%[46.1 µM]
CCCn1c(CN2CCCCC2C)nc2c1c(=O)n(C)c(=O)n2C (configuration not stated)	-5%	11%	-1%	12%[38.3 µM]	-0.8%	0%	-12%[46.1 µM]
O=C(NCCc1ccccc1)Nc1ccc2c(c1)OCO2	-4%	4%	17%[9.22 µM]	30%[activator]	-4.9%	-2%	-2%
O=C1C2C3C=CC(C3)C2C(=O)N1CC1CCCO1 (configuration not stated)	0%[11.4 µM]	2%	22%	14%[38.3 µM]	-0.9%	-3%	16%[46.1 µM]
O=C(Cc1coc(-c2ccc(F)cc2)n1)Nc1ccccc1	-4%	5%	6%	-8%[38.3 µM]	-7.1%	5%	-20%[46.1 µM]
c1ccc(C2[C@H]3CN(CC4CCCCC4)[C@H](c4ccccc4)C34CC2(c2ccccc2)C4)cc1 (some centres not stated)	nt	6%&8%	-12%[9.22 µM]	8%	3.7%&9.7%	-5%	14%
CCOC(=O)C(C(=O)Nc1nc2ccccc2s1)C1CCCCC1 (configuration not stated)	3%	6%	7%	11%[38.3 µM]	-1.8%	7%	-22%[46.1 µM]
O=C(CC1Oc2ccccc2NC1=O)NCc1ccccc1 (configuration not stated)	0%	-1%	10%	18%[38.3 µM]	1.7%	2%	7%[46.1 µM]
Cc1nn(C)c(C(=O)NCc2ccc(Cl)cc2)c1Cl	12%	-3%	-14%	9%	-3.0%	-3%	19%
COc1ccc(C(=O)N/C(=C\c2ccccc2)C(=O)NC(CC(C)C)C(=O)O)cc1 (configuration not stated)	nt	9%	-19%	-1%	2.5%	2%	19%
O=C(NCCc1c[nH]c2ccccc12)Nc1cccc2ccccc12	nt	-8%	-6%	15%[38.3 µM]	4.0%	-2%	-16%[46.1 µM]
Cc1ccc(Nc2cc(C)c3c(O)cccc3n2)cc1C	nt	-15%	-9%[9.22 µM]	nt	-1.0%	nt	-13%
Cc1ccccc1NC(=O)C(=O)NCCc1ccccc1	10%	5%	12%	-2%	0.0%	4%	12%
OC(COCc1cccs1)CN1CCN(c2cccc(C(F)(F)F)c2)CC1 (configuration not stated)	5%	0%	-7%	3%	1.0%	-2%	-11%[46.1 µM]

3 compounds out of the list above, sorted by their value in NPSR antag, smallest number first.
molecule	NPSR antag
Cc1ccc(Nc2cc(C)c3c(O)cccc3n2)cc1C	-13%
Cc1ccccc1NC(=O)C(=O)NCCc1ccccc1	12%
Cc1nn(C)c(C(=O)NCc2ccc(Cl)cc2)c1Cl	19%

Next section
SMILES	L3MBTL1 block	CBFb-RUNX1 inh	HttQ103 aggreg	IMPase Li inh	Epigenetic derep	Luc counter	NPSR antag
Cc1ccc(N2CC(C(=O)Nc3ccc(N(C)C)cc3)CC2=O)cc1C (configuration not stated)	nt	11%	19%	28%[38.3 µM]	-1.1%	6%	?
COC(=O)c1nnn(-c2nonc2N)c1CSc1ccc(Cl)cc1	29%[11.4 µM]	7%	7%	24%[38.3 µM]	-1.0%	1%	-9%[46.1 µM]
CCOC(=O)c1ccc(N2C(=O)CC(N3CCC(C(=O)OCC)CC3)C2=O)cc1 (configuration not stated)	2%	1%	13%	-12%[38.3 µM]	-0.9%	-3%	-2%[46.1 µM]
COCCCNC(=O)c1ccc2c3c(onc13)-c1ccccc1C2=O	-25%	?	-28%[9.22 µM]	nt	-4.5%	nt	?
O=C(CC1C(=O)NCCN1CC1CCCCC1)NCc1ccc(F)cc1 (configuration not stated)	-1%	-3%	6%[9.22 µM]	-7%	0.0%	2%	-14%
CCC(=O)NC(c1cccc([N+](=O)[O-])c1)c1c(OC(C)=O)ccc2ccccc12 (configuration not stated)	-2%	-8%	-5%	1%	-1.0%	1%	-7%[46.1 µM]
COCCN(CCOC)S(=O)(=O)c1ccc(C(=O)Nc2nc(C)c(C(C)=O)s2)cc1	8%	-3%	10%	-3%[38.3 µM]	-1.4%	-4%	-11%[46.1 µM]
Cc1ccc(-c2csc3nc4c5ccccc5c(NCCCN(C)C)nn4c(=O)c23)cc1	40%[activator]	?	?	9%	2.4%	0%	-51%
CCC(C(=O)NCc1ccco1)n1nc(-c2ccc(OC)cc2)ccc1=O (configuration not stated)	-27%	-15%	30%	-7%[38.3 µM]	-1.1%	-8%	5%[46.1 µM]
O=C(c1cccs1)N(c1cccc(Cl)c1)C1C=CS(=O)(=O)C1 (configuration not stated)	nt	0%	12%	-4%	7.6%	2%	8%
CCOC(=O)c1ccc(NC(=S)N2CCCC2c2ccc(OC)c(OC)c2)cc1 (configuration not stated)	nt	10%	8%	3%	-4.2%	8%	-13%
Cc1ccc(CNC(=O)CN(CCc2ccccc2)S(C)(=O)=O)cc1	0%	5%	-2%	8%	-0.6%	-1%	2%
Cc1oc(-c2cc(F)ccc2F)nc1CN1CCN(c2cnccn2)CC1	-8%	2%	15%[9.22 µM]	0%	-8.5%	2%	1%
CC1=CC(=O)C=CC1(C)C(Cl)Cl (configuration not stated)	3%	3%	22%	-4%[38.3 µM]	-2.3%	-1%	-2%[46.1 µM]
Cc1ccc(SCCCn2cnc3ccccc3c2=O)cc1	4%	4%	-25%	1%[38.3 µM]	1.3%	3%	-10%[46.1 µM]
Cc1n[nH]c(C)c1CCCOc1ccccc1	nt	1%	-4%	28%[38.3 µM]	-0.1%	-4%	-6%[46.1 µM]
CCC(C)C(NC(=O)C(CC(C)C)NC(=O)C(CO)NC(=O)C1CCC(=O)N1)C(=O)OC (configuration not stated)	4%	2%	nt	-1%	-1.1%	-2%	15%
O=C(NCCc1ccccn1)C1CCN(S(=O)(=O)c2ccc(Cl)cc2)CC1	-3%	3%	0%	7%	-0.6%	2%	2%
Cc1csc(NC(=O)CSc2nnc(Cc3cccn3C)n2CCc2ccccc2)n1	-6%	-28%	6%	3%	-1.0%	1%	-16%

3 structures out of the list, ordered by length of the SMILES, high to low.
SMILES	L3MBTL1 block	CBFb-RUNX1 inh	HttQ103 aggreg	IMPase Li inh	Epigenetic derep	Luc counter	NPSR antag
CCC(C)C(NC(=O)C(CC(C)C)NC(=O)C(CO)NC(=O)C1CCC(=O)N1)C(=O)OC (configuration not stated)	4%	2%	nt	-1%	-1.1%	-2%	15%
Cc1csc(NC(=O)CSc2nnc(Cc3cccn3C)n2CCc2ccccc2)n1	-6%	-28%	6%	3%	-1.0%	1%	-16%
Cc1ccc(SCCCn2cnc3ccccc3c2=O)cc1	4%	4%	-25%	1%[38.3 µM]	1.3%	3%	-10%[46.1 µM]

Bioassay records: PubChem BioAssay, National Center for Advancing Translational Sciences (NCATS)
